Efflux pump inh: antifungal efflux pump inhibition, Nile Red retention | S. cerevisiae Candida pump triplex | inhibition, % at 10 µM | 330,000 tested, 0.44% active;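 active = plate passing quality check with inhibition over a set limit, or well fluorescence over plate mean plus 4 SD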;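 note: Nile Red retained in pooled yeast measured as flow cytometry median fluorescence; 0% = buffer negative control and 100% = Enniatin B positive control; higher means more Nile Red kept so more efflux inhibition; some compounds called inactive have numbers as strong as hits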
GRK2 aptamer HTS: inhibitors of human GRK2 displacing RNA aptamer; P25098; bead flow cytometry, FAM-aptamer displacement from GRK2; inhibition of aptamer binding, % at 10 µM; 330,000 tested, 0.59% active;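 active = inhibition of aptamer binding above 40%, roughly 3 SD of noise, on plates passing a quality check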;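 note: median bead fluorescence of bound FAM aptamer so fluorescent compounds give negative values; no value below 0 was filed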
Target sequence (P25098 whole entry, looked up): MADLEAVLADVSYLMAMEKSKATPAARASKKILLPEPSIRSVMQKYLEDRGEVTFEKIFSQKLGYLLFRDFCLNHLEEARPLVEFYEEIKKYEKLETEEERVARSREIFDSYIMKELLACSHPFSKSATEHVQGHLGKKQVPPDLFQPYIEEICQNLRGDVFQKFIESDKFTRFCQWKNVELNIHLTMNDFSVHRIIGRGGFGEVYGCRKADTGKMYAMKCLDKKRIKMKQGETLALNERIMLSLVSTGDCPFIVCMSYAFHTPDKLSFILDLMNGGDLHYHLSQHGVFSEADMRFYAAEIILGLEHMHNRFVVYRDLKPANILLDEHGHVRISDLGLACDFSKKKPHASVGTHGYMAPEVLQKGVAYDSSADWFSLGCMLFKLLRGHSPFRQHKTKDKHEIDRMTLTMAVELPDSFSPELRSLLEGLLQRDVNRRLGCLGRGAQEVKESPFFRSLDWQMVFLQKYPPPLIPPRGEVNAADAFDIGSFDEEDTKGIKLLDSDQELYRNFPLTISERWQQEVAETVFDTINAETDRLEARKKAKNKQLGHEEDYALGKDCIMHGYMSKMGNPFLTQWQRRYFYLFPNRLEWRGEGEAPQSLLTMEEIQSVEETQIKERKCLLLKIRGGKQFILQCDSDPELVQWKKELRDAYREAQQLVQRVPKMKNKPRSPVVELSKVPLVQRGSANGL
BCLXL inh: inhibitors of human Bcl-xL; inhibition, % at 10.9 µM; 320,000 tested, 0.7% active; Q07817; GST-Bcl-xL / FITC-Bim BH3 peptide fluorescence polarization;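 active = inhibition above the mean of all tested compounds plus 3 SD, cutoff set per campaign, cut at about 30% in these data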;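 note: 0% = DMSO wells and 100% = unlabeled Bim-BH3 peptide competitor; inhibitors lower millipolarization by displacing the labeled peptide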
MCL1 BIM primary: inhibitors of human MCL1 binding to BIM-BH3 peptide; GST-MCL1 / FITC-Bim-BH3 fluorescence polarization; 320,000 tested, 0.68% active; Q07820; AID 2057; inhibition, % at 10.9 µM;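 active = inhibition above the mean inhibition of all tested compounds plus 3 SD, set per campaign, cut at about 40% in these data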;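 note: 0% = DMSO wells and 100% = unlabeled Bim-BH3 peptide control; higher means more loss of mP so more displacement of Bim peptide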
Target sequence (Q07820 whole entry, looked up): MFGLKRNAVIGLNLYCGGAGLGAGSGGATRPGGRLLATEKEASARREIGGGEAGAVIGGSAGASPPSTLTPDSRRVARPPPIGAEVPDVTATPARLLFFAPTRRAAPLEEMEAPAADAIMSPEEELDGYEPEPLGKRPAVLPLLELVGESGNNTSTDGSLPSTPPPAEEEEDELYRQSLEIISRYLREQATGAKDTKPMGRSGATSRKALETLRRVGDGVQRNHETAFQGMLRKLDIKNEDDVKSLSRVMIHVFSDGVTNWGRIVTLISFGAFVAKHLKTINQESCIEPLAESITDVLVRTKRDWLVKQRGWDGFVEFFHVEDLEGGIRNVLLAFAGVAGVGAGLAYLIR
VLA-4 inh: inhibition in a human VLA-4 binding assay; 330,000 tested, 0.2% active; VLA-4 expressing cells, ligand binding flow cytometry; inhibition, % (about 7 µM as worked out from the volumes in the protocol); in the data active = inhibition above about 50%
Fam108B counter: counter-screen for RBBP9 inhibitors: inhibitors of mouse Fam108B; recombinant Fam108B, FP-Rh probe fluorescence polarization; 300,000 tested, 0.33% active; inhibition, % at 9.51 µM;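 active = inhibition above the screen mean inhibition plus 3 SD, computed separately per campaign, cut at about 18% in these data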;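 note: inhibitors lower polarization as less probe binds the enzyme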
PME-1 inh: blocks human protein phosphatase methylesterase 1; recombinant PME-1, FP-Rh probe fluorescence polarization; inhibition, % at 5.9 µM; 320,000 tested, 0.53% active; AID 2130;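 active = inhibition above the campaign mean of all compounds plus 3 SD, cut at about 26% in these data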;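 note: competitive labeling of PME-1 active site by serine hydrolase directed probe; 0% = PME-1 with DMSO and 100% = wells lacking PME-1 enzyme; inhibitors block probe labeling so polarization falls and inhibition rises; many of its hits are not listed in these tables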
MEX-5 binding: C. elegans MEX-5 TCR-2 RNA binding activity | activity score (negative = inhibition of binding), % at 10 µM | Q9XUB2 | 300,000 tested, 0.38% active | MEX-5/FITC-TCR2 RNA binding, fluorescence polarization; active compounds read low;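 active = inhibition past about -25% in most replicates, and total fluorescence under double the plate's negative control median, limit read from the data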;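 note: 0% = DMSO and -100% = 5 µM competing unlabeled TCR2 RNA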
GLD-1 TGE inh: GLD-1-TGE RNA interaction inhibition (C. elegans); 320,000 tested, 0.44% active; AID 2280; purified GLD-1 + fluorescein TGE RNA, fluorescence polarization; Q17339; inhibition, % at 5.96 µM;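 active = percent inhibition above a per-plate cutoff, the plate mean of test compounds plus 3 SD, cut at about 30% in these data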;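 note: 0% = DMSO wells with GLD-1 and probe and 100% = wells lacking GLD-1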
Numbers without * were called inactive; . = no result given; & = joins results of further samples. A portion of the library; count on the stated rates, not on these rows.

SMILES	Efflux pump inh	GRK2 aptamer HTS	BCLXL inh	MCL1 BIM primary	VLA-4 inh	Fam108B counter	PME-1 inh	MEX-5 binding	GLD-1 TGE inh
O=c1[nH]c2cccnc2n(CCNc2ncc(C(F)(F)F)cc2Cl)c1=O	-0.3	0	2	-2	-7	1	1	0.4	-1
O=C(c1cc(-c2ccccn2)nc2ccc(Cl)cc12)N1CCN(CCc2ccccc2)CC1	0.2	2	11	13	-18	-3	1	-3.8	4
CCOc1ccc(NC(=O)CSc2nnc(C)n2Cc2ccccc2)cc1	0.3	0	-4	-7	11	-2	-2	-1.3	-5
CC(C)C(=O)Nc1cccc(C(=O)Nc2ccc3c(c2)OCO3)c1	0.0	2	6	11	16	0	-5	-0.9	12
CSc1nc(N2CCN(C)CC2)c2c(c1C#N)CC(C)(C)OC2	-0.1	3	-11	-21	-3	3	9	4.0	-6
COc1ccc(NS(=O)(=O)c2cccc(C(=O)N(C)CC(=O)Nc3ccc(C)cc3)c2)cc1	-0.1	0	6	6	-4	0	-4	-2.3	-3
C=CCNC(=O)/C(C#N)=C/c1ccccc1OCc1ccc(C(=O)OC)cc1	0.1	3	2	2	1	-1	0	1.4	1
CC(=O)Nc1ccc(NC(=O)Cc2ccc(S(=O)(=O)N3CCCCC3)s2)cc1	-0.3	2	-1	4	4	1	-1	-2.9	-2
COc1cc2nc(CN(C)Cc3ccc(SC)cc3)[nH]c(=O)c2cc1OC	0.1	2	0	5	2	3	-3	2.7	0
CCOC(=O)Cn1nc(C)c(NC(=O)c2cccc([N+](=O)[O-])c2)c1C	0.0	1	-1	-4	-14	-5	-2	1.9	-1
O=[N+]([O-])c1cccc(/C=N/Nc2nc(N3CCCCC3)nc(N3CCCCC3)n2)c1	0.2	1	8	5	19	-1	2	0.4	-3
CCOCCCNc1nc2c(c(=O)n(C)c(=O)n2C)n1CCCc1ccccc1	0.1	2	3	3	4	8	-2	1.6	0
O=C(c1ccccc1)N(NC(=O)C(O)(c1ccccc1)c1ccccc1)c1cccc(F)c1	-0.5	0	6	4	18	7	-2	-0.5	-3
CCCn1c(=O)[nH]c(=O)c2c(C(F)(F)F)cc(-c3ccc(C)cc3)nc21	-0.2	4	6	1	20	-3	-1	-2.0	-6
CCOc1cc(S(=O)(=O)NCCCN2CCOCC2)c(C)cc1C	0.1	0	.	.	12	.	.	-1.1	.
COc1ccc(CCn2c(NN=C3CCCC3)nc3c2c(=O)[nH]c(=O)n3C)cc1	-0.2	19	3	-7	1	2	3	1.3	2
O=C(c1ccc(O)cc1)c1ccc(C(=O)O)c(C(=O)O)c1	0.1	4	6	7	28	-3	-1	-8.7	16
CC(C)(C)n1cnc2cc(NC(=O)c3cccs3)ccc21	0.0	0	3	3	-1	0	4	3.2	5
O=C(CN1CCC(O)CC1)N1c2ccccc2C=Cc2ccccc21	0.0	1	0	0	30	1	-4	2.7	1
O=C(c1ccc2c(c1)OCO2)N(c1ccc(Br)cc1)C1C=CS(=O)(=O)C1 (stereo not given)	-0.1	0	3	-1	-10	-1	0	1.8	6
CCOC(=O)C(C)Sc1nnc(-c2c[nH]c3ccccc23)n1C (stereo not given)	0.0	1	-2	-5	2	1	2	2.2	2
CC(C)N(C)S(=O)(=O)c1ccc(NC(=O)C2=COCCO2)cc1	0.1	5	1	-9	3	.	6	.	0
NS(=O)(=O)c1ccc(-n2ncc3c(=O)[nH]c(SCC(=O)Nc4nccs4)nc32)cc1	0.1	0	3	6	-7	2	3	0.7	6
CC(=O)c1ccccc1NC(=O)CSc1n[nH]c(=O)n1C1CC1	-0.1	0	.	.	-4	.	.	.	-1
CN(C)CCn1c(=O)n(Cc2ccco2)c(=O)c2c3c(sc21)CCCCC3	-0.1	0	3	0	1	7	5	1.9	8
NNC(=O)c1sc2cc(C(F)(F)F)cnc2c1-c1cccs1	0.1	4	-4	-3	-5	-2	-4	-1.0	0
O=C(CCCN1C(=O)/C(=C/c2cccc(Br)c2)SC1=S)Nc1cccnc1	-0.1	1	0	11	1	0	4	-0.5	-7
c1cncc(CSc2ccc(-c3cccs3)nn2)c1	-0.1	2	-3	-2	-8	8	4	-0.7	5
O=C(c1ccccc1F)N1CCOCC1	-0.1	1	8	3	12	-3	1	-1.3	3
O=c1c2ccccc2nnn1CSc1nnc(-c2cccnc2)n1-c1ccccc1F	0.1	0	-2	-2	17	3	9	0.6	6
CC(C)(C)c1ccc(C2/C(=C(\O)c3ccc4c(c3)OCCO4)C(=O)C(=O)N2CCCN2CCOCC2)cc1 (stereo not given)	-0.1	0	1	2	0	0	1	-1.6	6
Cc1ccc(S(=O)(=O)N2CCCCC2)cc1NC(=O)c1ccc2ccccc2n1	0.5	0	9	-6	-25	-12	-2	-3.7	3
COc1ccc(CNC(=O)CN2CCN(S(=O)(=O)c3cccs3)CC2)cc1OC	0.1	0	-6	-2	-7	0	-1	-1.6	-2
O=c1cc(COn2nnc3ccc(C(F)(F)F)cc32)nc2sccn12	-0.3	8	-1	7	-10	1	0	1.4	-5
Cc1ccc(S(=O)(=O)N2CCOCC2)cc1NC(=O)COc1cccc(Oc2ccccc2)c1	0.0	1	0	1	6	1	1	-6.8	12
CCN1CCN(C2=C(Cl)C(=O)N(Cc3ccccc3)C2=O)CC1	0.1	2	14	17	4	5	-2	.	18
O=C1C2CCCN2C(c2ccc(F)cc2)N1c1cccc(Cl)c1 (stereo not given)	-0.1	2	-2	-2	-14	-1	-3	1.9	3
Cc1ccccc1C(=O)NC(=S)Nc1ncccn1	0.0	2	9	10	-2	1	12	2.2	8
COc1ccc(C(=O)N2CCN(C3CCC(c4ccccc4)CC3)CC2)cc1OC (stereo not given)	0.1	0	5	-2	3	2	0	-1.1	-6
Cc1ccc(C(N)=S)c(C)c1	0.2	1	11	7	-12	4	-3	0.7	-2
Cc1ccc(SCc2c(C(=O)N/N=C/c3ccoc3)nnn2-c2nonc2N)cc1	-0.2	2	2	3	-21	-1	-5	-1.7	5
CN1CCC(NC(=O)Cc2c(F)cccc2Cl)CC1	0.0	0	0	-2	-7	3	2	2.6	2
CSc1ccc(/C=C(\C#N)C(=O)NC2CCCCC2C)cc1 (stereo not given)	-6.2	3	8	-4	6	-3	-5	-2.9	7
Cc1occc1-c1nnc(SCC(=O)Nc2c(F)cccc2F)n1C	-0.1	0	1	7	10	1	-3	-0.9	3
CCOC(=O)N1CCN(CC(=O)c2c(C)[nH]c3ccccc23)CC1	0.0	4	4	2	-7	1	1	2.6	4

Grouped by structure, those above containing a tert-butyl group.
SMILES	Efflux pump inh	GRK2 aptamer HTS	BCLXL inh	MCL1 BIM primary	VLA-4 inh	Fam108B counter	PME-1 inh	MEX-5 binding	GLD-1 TGE inh
CC(C)(C)n1cnc2cc(NC(=O)c3cccs3)ccc21	0.0	0	3	3	-1	0	4	3.2	5
CC(C)(C)c1ccc(C2/C(=C(\O)c3ccc4c(c3)OCCO4)C(=O)C(=O)N2CCCN2CCOCC2)cc1 (stereo not given)	-0.1	0	1	2	0	0	1	-1.6	6

Following part.
SMILES	Efflux pump inh	GRK2 aptamer HTS	BCLXL inh	MCL1 BIM primary	VLA-4 inh	Fam108B counter	PME-1 inh	MEX-5 binding	GLD-1 TGE inh
COCCNC(=O)CSc1nc2cc3c(cc2c(=O)n1CCCC(=O)NCc1ccc(OC)cc1)OCO3	-0.1	0	-4	-13	3	0	0	2.6	7
Cc1cn(C2OC(CC(=O)Oc3ccccc3)C(O)C2O)c(=O)[nH]c1=O (stereo not given)	-0.1	3	3	7	27	-4	0	0.9	6
CN(C(=O)c1ccccc1C(=O)OCC(=O)Nc1ccccc1)c1ccccc1	0.1	0	2	0	6	.	-1	.	6
COc1ccc(C(=O)N2N=C(c3ccc(NS(C)(=O)=O)cc3)CC2c2cccs2)cc1 (stereo not given)	-0.1	0	0	0	-6	-7	1	-8.7	0
COc1ccc(CNC(=O)C(=O)NCC2CCCO2)cc1 (stereo not given)	0.0	0	6	5	0	-1	4	-1.1	0
c1ccc(Oc2cccc3cccnc23)nc1	0.0	0	3	-6	19	-2	7	-1.4	0
Nc1c(NCc2ccccc2)c(=O)[nH]c(=O)n1Cc1ccccc1	-0.2	0	70*	88*	-3	7	-4	-18	86*
O=C(Oc1c(Br)cc(Br)c2cccnc12)N1CCCCC1	0.0	3	1	6	-10	2	-7	0.3	10
CCN(CC(=O)Nc1c(F)cccc1F)C(=O)c1ccc(COc2ccccc2)o1	0.1	0	2	-1	-9	-4	-4	-1.1	-4
COc1ccc(C)cc1N(CC(=O)Nc1cccc(N(C)S(C)(=O)=O)c1)S(C)(=O)=O	0.0	4	-2	2	-5	-3	0	-0.6	8
CC(=O)NN1C(=O)c2ccccc2NC1c1cccc([N+](=O)[O-])c1 (stereo not given)	0.1	0	4	3	5	-2	5	-3.0	-1
CCOc1cc(/C=N/NS(=O)(=O)c2ccccc2)ccc1OS(=O)(=O)c1ccc(C)cc1	0.0	0	-1	1	14	4	3	2.4	9
Cc1nc2scc(-c3ccc(Cl)cc3)c2c(=O)n1N	0.0	0	10	6	26	-1	1	-0.9	4
O=C(Nc1ccccc1)C1CCCN1/C=C/C(=O)C(F)(F)F (stereo not given)	0.0	0	8	8	24	1	3	1.2	-4
O=C(COC(=O)/C=C/c1cc(Br)ccc1F)Nc1ccc2[nH]c(=O)[nH]c2c1	0.2	0	-2	2	-1	0	-7	-8.7	0
CCOC(=O)c1cn(Cc2c(C)c(C)c(C)c(C)c2C)nn1	-4.3	0	2	-3	-17	-5	0	-0.4	3
COc1cc([N+](=O)[O-])cc(/C=N/NC(=O)c2cncc(Br)c2)c1O	0.1	0	-7	-20	11	-2	-5	-3.8	2
NCCNC(=O)c1c(O)c2cccc3c2n(c1=O)CCC3	-0.1	0	.	.	6	.	.	1.3	.
CCOc1cc(/C=N/NC(=O)c2ccncc2)cc(Cl)c1OS(C)(=O)=O	0.2	0	2	0	-9	-6	-11	-1.7	4
Cc1ccc(NC(=O)c2ccoc2C)cc1C	-0.1	0	6	11	3	-4	6	-2.4	1
Cc1[nH]n(C(N)=S)c(=O)c1N=Nc1ccc(Br)cc1	0.0	0	5	10	0	4	8	-1.6	-7
O=C(CCC(=O)c1cccs1)NCc1ccncc1	-0.2	0	2	4	0	11	2	0.0	8
Cc1cccc(N2CCN(C(=O)Cc3c(C(=O)O)[nH]c4ccc(Cl)cc34)CC2)c1C	0.0	0	4	-1	0	-4	2	1.1	0
Clc1ccc(-c2csc3ncnc(N4CCc5ccccc5C4)c23)cc1	0.1	1	1	-2	7	2	-2	.	-1
CC(C)n1nccc1N(Cc1ccc(Br)cc1)S(=O)(=O)c1ccccc1	0.1	0	6	3	-6	3	1	0.9	-8
COc1cc(N=c2ssnc2Cl)c(OC)cc1Cl	0.0&-0.2	0&1	7&-4	25&15	3&2	4	-4&7	0.7	-2&2
C[C@H]1C=C(C(=O)NCc2nc3ccccc3[nH]2)O[C@@H](OCCCCO)C1	-0.1	2	5	8	-3	3	-1	-0.1	1
CCCCNc1nc(CC(C)=O)ns1	0.2	5	-3	-4	8	-1	7	0.7	-9
O=C(Cn1cc(C(F)(F)F)ccc1=O)N1CCc2ccccc2C1	-0.2	2	2	4	20	.	-2	.	-1
O=C(NCCO)c1ccc2nc(Cc3cccc(Cl)c3)oc2c1	0.0	0	-1	4	0	-1	5	-2.3	8
Cc1nc(CCNC(=O)COc2ccccc2)cs1	0.1	4	3	4	0	-1	3	2.2	-6
